# Screens deposited in PubChem by several laboratories.
# Rev-erbA mod = modulators of human Rev-erb alpha DNA binding; Rev-erbα–FITC-DNA binding, fluorescence polarization, 90 min; hit rate 0.79% among 370,000; activity, % at 10 µM; P20393;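 active = activity above about 14%, limit read from the data; passing the limit was not always enough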;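 note: 0% = DMSO wells with 35 nM protein and 100% = DMSO wells with 750 nM protein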
# mABHD4 FP = ABHD4 (mouse) inhibition, primary FP screen; Q8VD66; purified mABHD4, FP-Rh probe fluorescence polarization; inhibition, % at 8.92 µM; hit rate 0.54% among 370,000; AID 720543;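 active = inhibition exceeding the mean over every tested compound plus 3 SD, cut at about 30% in these data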;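 note: 0% = plate median of compound wells and 100% = S159A mutant with DMSO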
#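 Test system: mABHD4 protein; Read-out basis: % inhibition; Incubation: 45 min + 60 min at 25 °C; Repeats: single replicate; Technique: fluorescence polarization with parallel and perpendicular emission, 525/598 nm; Compound: 8.92 µM, single dose; Benchmarks: full inhibition S159A mutant plus DMSO, zero as sample-well median.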
# rCAG RNA binder = r(CAG) repeat RNA binding; inhibition, % at 3 µM; hit rate 1.3% among 370,000; TO-PRO-1 dye displacement fluorescence;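 active = inhibition above the plate cutoff, the mean of all test compounds on that plate plus 3 SD, cut at about 35% in these data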;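 note: 0% = DMSO alone and 100% = 100 µM mitoxantrone as full dye displacement; higher means more dye released from RNA so lower well fluorescence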
# HTRA1 inhibitor = inhibitors of human serine peptidase HTRA1; Q92743; recombinant HTRA1, FP-rhodamine activity-based probe, fluorescence polarization; inhibition, % at 5.96 µM; hit rate 0.5% among 340,000; in the data active = inhibition above about 36%;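 note: 0% = enzyme with DMSO and 100% = wells lacking enzyme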
# UHRF1 MBD2 ctr = human UHRF1 methylated DNA binding inhibitors. hit rate 0.75% among 370,000. inhibition, % at 4.4 µM. UHRF1 binding to methylated oligo, TR-FRET; in the data active = inhibition above about 21%;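 note: UHRF1 SRA domain binding a hemimethylated CpG hairpin DNA probe; 0% = median of test compound wells and 100% = reference inhibitor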
# Target sequence (Q96T88 whole entry, looked up, the tested form may be a part): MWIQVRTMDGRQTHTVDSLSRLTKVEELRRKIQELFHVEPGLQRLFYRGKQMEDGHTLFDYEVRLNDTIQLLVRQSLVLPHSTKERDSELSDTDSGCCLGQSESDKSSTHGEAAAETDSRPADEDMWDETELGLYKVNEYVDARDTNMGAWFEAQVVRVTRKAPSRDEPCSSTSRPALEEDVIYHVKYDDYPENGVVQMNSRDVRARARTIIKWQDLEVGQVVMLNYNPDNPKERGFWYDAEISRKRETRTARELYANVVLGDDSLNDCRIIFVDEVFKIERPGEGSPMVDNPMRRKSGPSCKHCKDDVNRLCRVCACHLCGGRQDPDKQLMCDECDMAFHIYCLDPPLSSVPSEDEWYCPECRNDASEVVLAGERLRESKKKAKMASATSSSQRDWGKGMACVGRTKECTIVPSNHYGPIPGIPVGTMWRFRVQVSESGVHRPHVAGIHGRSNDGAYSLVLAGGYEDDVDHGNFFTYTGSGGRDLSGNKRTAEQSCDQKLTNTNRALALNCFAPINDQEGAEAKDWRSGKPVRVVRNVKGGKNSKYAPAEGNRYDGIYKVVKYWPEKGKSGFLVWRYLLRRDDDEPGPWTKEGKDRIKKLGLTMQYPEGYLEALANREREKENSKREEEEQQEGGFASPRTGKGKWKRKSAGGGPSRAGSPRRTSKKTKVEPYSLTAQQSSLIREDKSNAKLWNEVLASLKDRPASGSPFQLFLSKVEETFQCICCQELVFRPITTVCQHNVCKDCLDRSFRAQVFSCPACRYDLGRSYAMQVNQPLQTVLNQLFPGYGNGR
# MBD2 inh = blocks human MBD2 binding to methylated DNA. Q9UBB5. TR-FRET, MBD2 binding to methylated oligonucleotide. inhibition, % at 4.4 µM. hit rate 0.31% among 370,000. AID 686964; in the data active = inhibition above about 13%
# TCR-CD3 inh = blocks the human TCR-CD3 interaction. TAMRA-labeled TCR probe fluorescence, biochemical. inhibition, % at 9.4 µM. hit rate 0.37% among 360,000. AID 651800; in the data active = inhibition above about 19%;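 note: recombinant mutant TCR 2C K166C tagged with TAMRA read by polarization; 0% = receptor in buffer alone and 100% = receptor with positive control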
# LEDGF integ inh = blocks HIV-1 LEDGF/p75-dependent DNA integration | hit rate 0.64% among 370,000 | TR-FRET IN-LEDGF/p75 DNA integration, Eu/Cy5 | inhibition, % at 3.7 µM | AID 743269;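 active = inhibition above the screen-wide mean plus 3 SD, cut at about 13% in these data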;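 note: signal is the Cy5 over europium emission ratio at 671 and 618 nm; 0% = plate median of compound wells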
# PG9 Ab binder = PG9 antibody binding by small molecule; TR-FRET gp120-PG9 antibody binding; inhibition, % at 6.7 µM; hit rate 0.43% among 360,000; AID 624416; in the data active = inhibition above about 8.5%
# PRMT1 inh = inhibitors of human PRMT1. Q99873. recombinant PRMT1, activity-based probe fluorescence polarization. inhibition, % at 2.79 µM. hit rate 1.3% among 370,000;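 active = inhibition above about 21% made by adding two undisclosed values, limit read from the data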
# An asterisk follows results filed as active; . = not tested or not shown; & = joins results of further samples. An excerpt. The share of hits here may be higher or lower than overall.
nr	SMILES	Rev-erbA mod	mABHD4 FP	rCAG RNA binder	HTRA1 inhibitor	UHRF1 MBD2 ctr	MBD2 inh	TCR-CD3 inh	LEDGF integ inh	PG9 Ab binder	PRMT1 inh
1	COC(=O)c1ccc(C)c(NS(=O)(=O)c2cn(C)nc2C)c1	0	1	-1	11	2	0	8	3	-1.5	0
2	COc1cccc(C(=O)N(Cc2cc3cc(C)ccc3[nH]c2=O)C(C)C)c1	-6	-4	-2	0	0	2	-2	-2	0.2	-5
3	COc1ccc(C2CC(=O)c3c(C)nc(N4CCN(c5ccccc5)CC4)nc3C2)cc1 (stereo unspecified)	11	3	0	2	-2	-5	8	0	-1.6	2
4	COc1ccc(Cn2c(=S)[nH]c3cc(C(=O)N4CCCCC4)ccc3c2=O)cc1	9	3	2	0	3	4	1	-7	0.7	2
5	Cn1cc(C(=O)N/N=C/c2ccc(Br)c([N+](=O)[O-])c2)c2ccccc21	-7	-2	2	.	1	-6	-13	-4	1.1	2
6	CC1=C(C(=O)Nc2ccccc2)C(c2ccc(C)o2)n2ncnc2N1 (stereo unspecified)	-1	2	0	3	-1	1	-1	-1	0.2	-1
7	CCCCN(C(=O)CSc1nnc(-c2ccccc2OC)n1C)c1c(N)n(Cc2ccccc2)c(=O)[nH]c1=O	1	-3	-5	-4	-1	1	3	2	-1.9	-1
8	CCN1C/C(=C\c2cc(OC)c(OC)c(OC)c2)C2=NN(c3ccccc3)C(c3cc(OC)c(OC)c(OC)c3)C2C1 (stereo unspecified)	3	-6	6	4	-3	3	6	2	0.6	-2
9	C[C@H]1[C@@H](c2ccccc2)Oc2ccc(Cl)cc2S(=O)(=O)N1Cc1cccc(Cl)c1	4	-5	5	.	0	-5	2	2	-2.0	-6
10	Nc1c(C(=O)O)sc2nc(-c3ccc(F)cc3)cc(-c3ccccc3)c12	5	-1	16	-19	-2	0	-4	0	1.4	13
11	CSc1ccccc1C(=O)Nc1nc2ccccc2c(=O)[nH]1	5	-3	2	-4	0	1	-1	1	-4.5	0
12	COC(=O)Cc1ccc(NC(=S)NCc2ccc(OC)cc2)cc1	-7	-4	-3	-10	-1	-1	0	-1	0.3	0
13	COc1ccc(CC(=O)N2CC(=O)N(CCc3ccccc3)C(=O)C2)cc1	-2	0	-5	-3	-1	-2	3	3	-0.4	0
14	CCOc1ccc(C(=O)Nc2nc3ccccc3[nH]2)cc1OCC	10	35*	0	-3	-2	-6	-4	4	-0.7	0
15	COc1cccc(Nc2nnc(SCC(=O)N(CC(C)C)CC(C)C)s2)c1	-2	-4	-4	-24	-2	-3	0	-1	-2.1	2
16	Cc1ccc(S(=O)(=O)N2CCCCC2CCNC(=O)C(=O)NCc2ccco2)cc1 (stereo unspecified)	2	-4	-3	-3	-1	-3	1	2	-2.6	-1
17	CCCCC(=O)Oc1c(S(=O)(=O)c2ccc(C)cc2)c(C)nn1C(C)(C)C	11	-17	-5	-14	5	7	-1	9	1.2	9
18	NC(=O)CC(NC(=O)Cc1ccc(Br)cc1)c1ccc(NCCN2CCCC2)c([N+](=O)[O-])c1 (stereo unspecified)	6	-3	2	5	-10	-17	-6	-1	-5.0	0
19	CCOC(=O)C1=C(C)NC(C)=C(C(=O)OCC)C1C(=O)OC1CCOC1=O (stereo unspecified)	-2&-4	1&1	-1&-2	-2&1	-1&1	-2&3	1&4	2&-1	-0.7&-2.0	-1&-2
20	COc1ccc2ccccc2c1CNC(=O)CC1C(=O)NCCN1CC(C)C (stereo unspecified)	-2	1	-5	-17	-2	1	0	-4	-0.5	0
21	Cc1[nH]c(-c2ccccn2)nc(=S)c1Cl	2	6	-4	4	6	1	-7	2	-2.2	8
22	CSc1ccc(COC(=O)CCS(=O)(=O)c2ccc(C)cc2)cc1	1	2	-6	-5	2	2	3	1	-1.3	3
23	COC(=O)[C@@]12C[C@@H](CC(=O)NCc3cccc4ccccc34)C(=O)N(Cc3ccc4c(c3)OCO4)C1=CCC(C)(C)C2	-2	-19	9	.	1	7	-10	-10	-1.4	-2
24	CCN(Cc1ccncc1)S(=O)(=O)c1ccc(C(C)=O)cc1	-5	-2	4	-2	3	3	-1	-2	-2.6	19
25	COc1ccc(S(=O)(=O)N2CCC(C(N)=O)CC2)cc1C(=O)N1CCCCCC1	7	-1	2	3	-2	-1	0	-3	-0.6	0
26	COc1ccccc1NC(=S)NNC(=O)c1cc(C)n(C)n1	1	15	0	4	-1	-3	3	-4	-1.6	-4
27	CCCCN1C(=O)C(CC(=O)NCCN2CCOCC2)CC(C(=O)N2CCCCCC2)=C1C (stereo unspecified)	-5	1	1	.	-4	-3	1	4	0.2	-3
28	CC1Cc2ccccc2N1C(=O)COC(=O)c1ccc([N+](=O)[O-])o1 (stereo unspecified)	-2	3	3	30	-5	-6	-4	4	-1.0	-4
29	O=C(Cn1ccc2ccccc2c1=O)Nc1ccc2c(c1)OCO2	0	0	-2	3	1	2	-5	2	2.1	1
30	CCOc1ccc(-c2nnc3ccc(SCC(=O)Nc4nc5ccc(C)cc5s4)nn23)cc1	34*	-19	13	-78	1	-4	8	6	1.8	-1

# Reprinted from the part before: five compounds; new compounds follow.
nr	SMILES	Rev-erbA mod	mABHD4 FP	rCAG RNA binder	HTRA1 inhibitor	UHRF1 MBD2 ctr	MBD2 inh	TCR-CD3 inh	LEDGF integ inh	PG9 Ab binder	PRMT1 inh
26	COc1ccccc1NC(=S)NNC(=O)c1cc(C)n(C)n1	1	15	0	4	-1	-3	3	-4	-1.6	-4
27	CCCCN1C(=O)C(CC(=O)NCCN2CCOCC2)CC(C(=O)N2CCCCCC2)=C1C (stereo unspecified)	-5	1	1	.	-4	-3	1	4	0.2	-3
28	CC1Cc2ccccc2N1C(=O)COC(=O)c1ccc([N+](=O)[O-])o1 (stereo unspecified)	-2	3	3	30	-5	-6	-4	4	-1.0	-4
29	O=C(Cn1ccc2ccccc2c1=O)Nc1ccc2c(c1)OCO2	0	0	-2	3	1	2	-5	2	2.1	1
30	CCOc1ccc(-c2nnc3ccc(SCC(=O)Nc4nc5ccc(C)cc5s4)nn23)cc1	34*	-19	13	-78	1	-4	8	6	1.8	-1
31	CC(C)N1CCN(Cc2cccn2-c2nccs2)CC1CCO (stereo unspecified)	2	2	-3	-4	-5	-9	4	4	-0.1	-5
32	COC(=O)C[C@@H]1CC[C@H]2[C@@H](COc3ccc(NC(=O)Nc4ccccc4C)cc3C(=O)N2C)O1	4	7	4	.	0	-5	.	-2	.	2
33	O=c1cc(-c2ccccc2)ss1	2	0	0	-2	-2	-4	-8	-1	1.1	21
34	Cc1ccc2cccc(S(=O)(=O)N3CCCc4ccccc43)c2n1	5	-12	-1	-12	0	-6	-4	9	-2.6	-5
35	O=c1cc(-c2ccccc2)[nH]n1-c1ccccc1	-1	13	59*	1	16	7	4	37*	-1.7	6
36	Nc1nn(-c2ccccc2)c(N)c1N=Nc1cccc(F)c1	2	-1	1	.	3	0	-3	-2	-4.6	3
37	Cc1cc(N2CCCC2)c(C)cc1C=O	2	0	-3	6	-2	3	-7	2	-0.7	-3
38	CCCCCCN1C[C@@H](n2cc(C3CC3)nn2)[C@H](O)C[C@@H]1c1ccc(OC)cc1	2	-5	0	-19	-1	-2	2	5	0.8	-1
39	CCN(CC)S(=O)(=O)c1ccc(O)c(C(=O)OCC(=O)NC23CC4CC(CC(C4)C2)C3)c1	-1	10	23	2	13	3	1	-2	2.1	-4
40	Cc1cc(=O)cc(C)n1-c1ccc(Cl)c(Cl)c1	4	5	5	7	3	1	-3	-4	0.1	3
41	C[C@]12C(=O)N(c3ccc(C(F)(F)F)cc3)C(=O)N1[C@@H]1c3ccccc3OC[C@@H]1[C@H]2c1ccccc1	4	-15	2	-19	-1	0	6	-2	-0.8	-1
42	O=C(C1Cc2ccccc2CN1S(=O)(=O)c1cccs1)N1CCCCC1 (stereo unspecified)	-3	-3	-2	1	-1	-2	4	1	-0.4	1
43	CCCCN(C(=O)CSCC(=O)Nc1ccc(C)cc1)c1c(N)n(CCCC)c(=O)[nH]c1=O	-3	0	-9	-4	-2	-1	-3	-4	-0.9	4
44	C=CCn1c(SCc2ccc(Cl)cc2)nc2c1c(=O)[nH]c(=O)n2C	1	-1	-6	-6	5	5	-5	-2	-0.7	6
45	CCN(CC)c1nc(N)c([N+](=O)[O-])c(NCCO)n1	-6	11	1	4	6	-1	-5	4	-0.8	-2
46	O=Cc1ccc(N2Cc3ccccc3C2)cc1	-2	-1	6	-15	-14	-4	-4	18*	-1.2	-3
47	COCCn1c(CN2CCc3ccccc3C2)nc2c1c(=O)n(C)c(=O)n2C	-3	5	-4	8	0	0	3	4	-1.6	-3
48	Cc1ccc(S(=O)(=O)NNC(=S)NC(C)(C)C)cc1	-1	6	-2	.	1	1	-5	-3	-0.4	4
49	Cn1ccnc1Sc1cc(Cl)ccc1[N+](=O)[O-]	-1	2	-2	2	0	-1	0	1	-1.1	-1
50	O=C(Nc1nc(-c2ccccn2)cs1)C1CC1	-2	1	1	2	1	-5	2	-2	-0.8	-1
51	Cc1cccc2nc(CSC(=N)N)c(Br)n12	-3	-2	-1	3	2	8	-7	-2	1.9	12
52	CSc1cccc(NC(=S)Nc2cc(C)ccc2C)c1	-3	5	-1	3	0	1	-6	-3	0.7	2
53	CC1CCN(C(=O)Cn2c(=O)oc3ccccc32)CC1	2	-2	3	7	2	3	0	-1	0.8	1
54	CCC(Oc1ccccc1)C(=O)Nc1nnc(C)s1 (stereo unspecified)	-1	2	2	7	-1	1	-1	-2	-1.0	2
55	CC(=O)c1c(C)[nH]c(C(=O)Nc2ccc(Cl)cc2)c1C	0	-7	1	-5	0	2	-3	-8	-1.2	3
56	COc1ccc(OC)c(NC(=O)COC(=O)CNC(=O)c2ccc(OC)c(OC)c2)c1	-1	6	-2	8	-1	-4	-1	-3	-0.5	0
57	CCOC(=O)C1CCN(S(=O)(=O)c2cc(C(=O)OC)n(C)c2)CC1	-2	2	0	3	-2	-3	4	0	-1.3	3

# Some of these compounds in order of their number in Rev-erbA mod, lowest first.
No. | Structure | Rev-erbA mod | mABHD4 FP | HTRA1 inhibitor | UHRF1 MBD2 ctr | MBD2 inh | TCR-CD3 inh | LEDGF integ inh | PG9 Ab binder | PRMT1 inh
50 | O=C(Nc1nc(-c2ccccn2)cs1)C1CC1 | -2 | 1 | 2 | 1 | -5 | 2 | -2 | -0.8 | -1
53 | CC1CCN(C(=O)Cn2c(=O)oc3ccccc32)CC1 | 2 | -2 | 7 | 2 | 3 | 0 | -1 | 0.8 | 1
32 | COC(=O)C[C@@H]1CC[C@H]2[C@@H](COc3ccc(NC(=O)Nc4ccccc4C)cc3C(=O)N2C)O1 | 4 | 7 | . | 0 | -5 | . | -2 | . | 2
